High-throughput results: PubChem BioAssay, The Scripps Research Institute Molecular Screening Center
LYPLA2 counter: counter-screen for PME1 inhibitors: inhibitors of human LYPLA2. O95372. recombinant LYPLA2, FP-Rh probe fluorescence polarization. inhibition, % at 5.9 µM. 320,000 compounds, 0.38% hits;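 active = inhibition above the screen-wide mean plus 3 SD, limit set per campaign, cut at about 26% in these data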;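 also: 0% = LYPLA2 with DMSO and 100% = wells lacking LYPLA2 enzyme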
LYPLA1 inh: counter-screen for PME1 inhibitors: inhibitors of human LYPLA1. inhibition, % at 5.9 µM. O75608. 320,000 compounds, 0.16% hits. recombinant LYPLA1, FP-Rh probe fluorescence polarization. AID 2174;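 active = inhibition above the mean of all tested compounds plus 3 SD, set per campaign, cut at about 14% in these data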;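 also: inhibitors block serine hydrolase probe labeling of LYPLA1 so polarization falls; 0% = enzyme with DMSO and 100% = wells lacking LYPLA1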
Target sequence (O75608 whole entry, looked up): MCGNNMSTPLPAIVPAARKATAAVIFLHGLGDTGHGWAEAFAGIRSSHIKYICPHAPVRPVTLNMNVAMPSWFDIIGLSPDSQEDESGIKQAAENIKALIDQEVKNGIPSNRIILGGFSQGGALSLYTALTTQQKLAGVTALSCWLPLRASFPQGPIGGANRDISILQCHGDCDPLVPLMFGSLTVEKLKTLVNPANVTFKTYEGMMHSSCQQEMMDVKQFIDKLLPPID
PAFAH1B2 FP inh: inhibitors of human PAFAH1B2; P68402; recombinant PAFAH1B2, FP-rhodamine activity probe, fluorescence polarization; 340,000 compounds, 1.2% hits; inhibition, % at 3.39 µM; AID 492953;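 active = inhibition above the mean of all tested compounds plus 3 SD, cut at about 24% in these data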;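 also: 0% = enzyme with DMSO and 100% = wells lacking PAFAH1B2; many of its hits are not listed in these tables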
Target sequence (P68402 whole entry, looked up): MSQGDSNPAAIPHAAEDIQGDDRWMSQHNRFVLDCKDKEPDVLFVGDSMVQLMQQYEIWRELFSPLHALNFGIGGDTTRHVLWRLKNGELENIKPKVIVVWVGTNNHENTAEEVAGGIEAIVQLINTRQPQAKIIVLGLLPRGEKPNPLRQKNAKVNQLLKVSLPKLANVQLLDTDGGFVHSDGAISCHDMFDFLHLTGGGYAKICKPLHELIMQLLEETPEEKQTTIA
PREPL inh: inhibitors of human prolyl oligopeptidase-like enzyme PREPL. inhibition, % at 5.96 µM. 320,000 compounds, 0.68% hits. recombinant PREPL, fluorescence polarization activity-based probe. Q4J6C6; in the data active = inhibition above about 43%;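 also: 0% = enzyme with DMSO and 100% = wells lacking enzyme; many of its hits are not listed in these tables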
PAD4 FP inh: blocks human protein arginine deiminase 4; 330,000 compounds, 0.41% hits; recombinant PAD4, RCA probe fluorescence polarization; AID 485272; Q9UM07; inhibition, % at 6.36 µM;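 active = percent inhibition above a cutoff equal to the mean of all tested compounds plus 3 SD, cut at about 15% in these data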;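 also: 0% = PAD4 with RCA probe and DMSO and 100% = probe without PAD4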
PAFAH2 FP inh: inhibitors of human PAFAH2 | Q99487 | recombinant PAFAH2, FP-rhodamine activity probe, fluorescence polarization | inhibition, % at 3.39 µM | 340,000 compounds, 0.99% hits | AID 492956;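 active = inhibition above the mean over all tested compounds plus 3 SD, cut at about 30% in these data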;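 also: inhibitors block probe labeling of enzyme so polarization drops; 0% = enzyme with DMSO and 100% = wells lacking PAFAH2 protein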
GSTO1 inh: blocks human GSTO1 in RBBP9 counter-screen; P78417; recombinant GSTO1, activity-based probe fluorescence polarization; inhibition, % at 5.96 µM; 300,000 compounds, 1.1% hits; AID 1974;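 active = inhibition above the campaign mean inhibition plus 3 SD, cut at about 35% in these data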;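 also: 0% = GSTO1-1 with DMSO and 100% = wells lacking GSTO1-1 enzyme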
PAFAH1B3 FP inh: PAFAH1B3 (human) inhibition | recombinant PAFAH1B3, FP-rhodamine probe, fluorescence polarization | inhibition, % at 3.39 µM | 340,000 compounds, 0.28% hits;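 active = inhibition above the screen-wide average of all tested compounds plus 3 SD, cut at about 25% in these data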;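 also: 0% = enzyme with DMSO only and 100% = wells lacking PAFAH1B3 protein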
pPAFAH inh: inhibitors of human plasma PAF acetylhydrolase (pPAFAH) | Q13093 | recombinant pPAFAH, FP-rhodamine probe fluorescence polarization | inhibition, % at 3.39 µM | 330,000 compounds, 1.5% hits | AID 463082;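 active = inhibition above the mean inhibition across the screen plus 3 SD, cut at about 25% in these data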;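 also: inhibitors block binding of the rhodamine activity-based probe so polarization drops; 0% = enzyme with DMSO and 100% = wells lacking pPAFAH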
Target sequence (Q13093 whole entry, looked up): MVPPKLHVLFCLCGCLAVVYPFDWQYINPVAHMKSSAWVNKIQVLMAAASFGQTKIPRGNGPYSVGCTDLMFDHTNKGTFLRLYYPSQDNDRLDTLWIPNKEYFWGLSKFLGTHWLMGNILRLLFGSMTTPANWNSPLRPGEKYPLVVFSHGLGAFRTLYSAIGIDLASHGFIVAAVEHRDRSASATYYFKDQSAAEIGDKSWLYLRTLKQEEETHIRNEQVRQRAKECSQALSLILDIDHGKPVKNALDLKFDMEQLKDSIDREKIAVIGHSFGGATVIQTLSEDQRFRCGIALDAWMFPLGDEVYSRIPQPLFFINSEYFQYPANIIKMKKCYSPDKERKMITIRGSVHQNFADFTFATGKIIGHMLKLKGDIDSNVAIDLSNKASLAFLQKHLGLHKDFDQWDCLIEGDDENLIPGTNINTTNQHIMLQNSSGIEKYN
* = called active by the depositor; / = not tested or not shown.

SMILES	LYPLA2 counter	LYPLA1 inh	PAFAH1B2 FP inh	PREPL inh	PAD4 FP inh	PAFAH2 FP inh	GSTO1 inh	PAFAH1B3 FP inh	pPAFAH inh
COc1ccccc1NC(=O)c1cc(C(=O)Nc2ccccc2OC)cc(N2C(=O)CCC2=O)c1	-1	-5	-2	-8	-2	-1	-1	-5	7
O=C(O)/C=C/c1ccc([N+](=O)[O-])o1	-2	0	0	-4	-5	7	11	-2	1
O=c1cc(-c2ccccc2)nc2nc(CCc3ccccc3)[nH]n12	-4	-2	7	16	3	22	-18	6	9
CCOc1ccc(NC(=O)C2CC(=O)N(C)C(=Nc3ccc4c(c3)OCO4)S2)cc1 (centres undefined)	0	0	1	1	-1	10	2	1	-1
CCOC(=O)Cc1csc(NC(=O)CSc2nnc(-n3nc(C)cc3C)c3ccccc23)n1	1	0	0	-8	1	6	-5	7	5
CCOc1ccccc1NC(=S)N(CCOC)C1CCN(C(C)=O)CC1	-1	-3	3	4	2	2	6	10	4
COc1ccc(NC(=O)c2cc([N+](=O)[O-])ccc2N2CCCCC2)cc1	-4	1	-2	4	1	0	-4	7	0
Cc1ccc(C(N)=O)cc1S(=O)(=O)Nc1cccc(C)c1C	9	5	2	-9	-1	-1	-8	4	6
CCOC(=O)C1=C(N)Oc2cc(O)ccc2C1c1ccc([N+](=O)[O-])cc1 (centres undefined)	-9	-3	6	4	-1	-1	1	-2	0
O=C(COc1ccccc1)Nc1cccc2c1CCCC2	-6	-6	7	3	3	5	12	3	0
COC(=O)c1cc(Br)c(=O)n(-c2ccccc2F)c1	-3	1	-1	-1	-3	-3	3	7	0
c1ccc(-c2oc3ncnc(NCCCn4ccnc4)c3c2-c2ccccc2)cc1	-2	-1	3	2	-2	-3	37*	3	6
O=C(OCc1ccccc1C(F)(F)F)c1cc([N+](=O)[O-])ccc1N1CCOCC1	7	2	5	11	1	-4	-1	0	11
O=C(CSc1n[nH]c(=O)[nH]c1=O)NC1CCCCC1	2	-1	5	22	-1	-1	8	-4	0
C/C(=N\OC(=O)c1ccc(F)cc1)c1sc(-c2ccccc2)nc1C	-4	1	0	13	3	-3	4	9	2
Cc1noc(C)c1COc1ccc(C(=O)NCc2cccs2)cc1	/	/	1	18	-5	0	/	14	-3
O=C(NC1CCCCC1)n1c(=O)oc2cc(S(=O)(=O)N3CCCCC3)ccc21	3	4	7	8	-5	-3	3	14	-1
O=C(N/N=C\c1cccc(Br)c1)c1ccccc1-n1cccc1	-11	-3	-2	-43	1	-2	-5	5	-2
COc1ccc(CC(=O)NC(C)(C)CC(C)=O)cc1OC	3	0	1	4	1	-4	-6	7	2
COc1ccc(CCNC(=S)Nc2ccc(S(=O)(=O)Nc3ncccn3)cc2)cc1OC	-1	0	-1	4	-1	-1	4	3	-4
CCCn1c(N)c(C(=O)CSc2n[nH]c(-c3ccc(C)cc3)n2)c(=O)[nH]c1=O	-13	-3	0	-1	-2	-9	-15	-8	0
O=C(NNc1cccc(Cl)n1)c1ccc(Cl)nc1	2	-1	-5	-5	9	4	-1	6	-8
Cn1cccc1C1CCCN1CC(=O)Nc1ccc(C(N)=O)cc1 (centres undefined)	/	/	3	13	-1	-3	/	3	2
CCCC(NS(=O)(=O)c1ccc(C)cc1)C(=O)O (centres undefined)	-2	-4	3	-2	-1	3	-7	1	7
O=C(CSc1nc2ccccc2o1)Nc1nc(-c2ccccc2)c(-c2ccccc2)s1	-15	-9	-15	-7	0	-38	-3	-34	-2
CN(C)c1ccc(CNC2C3CC4CC(C3)CC2C4)cc1 (centres undefined)	2	-1	0	-1	-3	4	-3	1	1
CCOC(=O)CNc1c(-c2ccccc2)nc2ccc(Cl)cn12	15	1	5	4	0	9	6	6	9
Cc1cc([N+](=O)[O-])nn1CC(=O)Nc1ccc(F)cc1	1	2	2	0	-1	3	4	0	2
NS(=O)(=O)c1cc(C2(O)NC(=O)c3ccccc32)ccc1Cl (centres undefined)	1	-5	1	4	-5	-7	2	3	2
COc1ccc(-n2nnnc2SCC(=O)Nc2ccccc2)cc1	-2	-3	2	-18	-1	-2	-1	6	2
Cc1cc(C2=NNC(=Nc3ccc(S(=O)(=O)N4CCOCC4)cc3)SC2)c(C)n1C	-4	-5	-4	0	-7	-2	-1	8	-6
COc1ccc(-n2nnnc2SCC(=O)N2CCN(C(=O)c3ccco3)CC2)cc1OC	7	2	4	2	2	-2	7	4	1

13 neighbouring entries already listed:
SMILES	LYPLA2 counter	LYPLA1 inh	PAFAH1B2 FP inh	PREPL inh	PAD4 FP inh	PAFAH2 FP inh	GSTO1 inh	PAFAH1B3 FP inh	pPAFAH inh
O=C(N/N=C\c1cccc(Br)c1)c1ccccc1-n1cccc1	-11	-3	-2	-43	1	-2	-5	5	-2
COc1ccc(CC(=O)NC(C)(C)CC(C)=O)cc1OC	3	0	1	4	1	-4	-6	7	2
COc1ccc(CCNC(=S)Nc2ccc(S(=O)(=O)Nc3ncccn3)cc2)cc1OC	-1	0	-1	4	-1	-1	4	3	-4
CCCn1c(N)c(C(=O)CSc2n[nH]c(-c3ccc(C)cc3)n2)c(=O)[nH]c1=O	-13	-3	0	-1	-2	-9	-15	-8	0
O=C(NNc1cccc(Cl)n1)c1ccc(Cl)nc1	2	-1	-5	-5	9	4	-1	6	-8
Cn1cccc1C1CCCN1CC(=O)Nc1ccc(C(N)=O)cc1 (centres undefined)	/	/	3	13	-1	-3	/	3	2
CCCC(NS(=O)(=O)c1ccc(C)cc1)C(=O)O (centres undefined)	-2	-4	3	-2	-1	3	-7	1	7
O=C(CSc1nc2ccccc2o1)Nc1nc(-c2ccccc2)c(-c2ccccc2)s1	-15	-9	-15	-7	0	-38	-3	-34	-2
CN(C)c1ccc(CNC2C3CC4CC(C3)CC2C4)cc1 (centres undefined)	2	-1	0	-1	-3	4	-3	1	1
CCOC(=O)CNc1c(-c2ccccc2)nc2ccc(Cl)cn12	15	1	5	4	0	9	6	6	9
Cc1cc([N+](=O)[O-])nn1CC(=O)Nc1ccc(F)cc1	1	2	2	0	-1	3	4	0	2
NS(=O)(=O)c1cc(C2(O)NC(=O)c3ccccc32)ccc1Cl (centres undefined)	1	-5	1	4	-5	-7	2	3	2
COc1ccc(-n2nnnc2SCC(=O)Nc2ccccc2)cc1	-2	-3	2	-18	-1	-2	-1	6	2

Next compounds follow:
SMILES	LYPLA2 counter	LYPLA1 inh	PAFAH1B2 FP inh	PREPL inh	PAD4 FP inh	PAFAH2 FP inh	GSTO1 inh	PAFAH1B3 FP inh	pPAFAH inh
COC(CNC(=O)CN1C(=O)COc2ccc(S(=O)(=O)N3CCOCC3)cc21)OC	-3	1	0	-1	-2	-1	-2	6	-1
COc1ccc2c(c1)c(/C=N/Nc1nc3ccccc3[nH]1)c(C)n2C	-3	-2	12	42	4	12	-5	12	18
CCCN(CCC(=O)Nc1cc(OC)cc(OC)c1)CC1CC1	3	-2	1	13	-4	-2	-5	-4	8
O=C(O)CCc1ccc(-c2ccccc2)n1NC(=O)c1cccs1	-2	2	8	2	-4	-2	1	3	1
O=c1ccc2cc(S(=O)(=O)N3CCN(c4ccccc4F)CC3)ccc2[nH]1	4	1	4	-29	4	-3	-1	2	3
Cc1ccc(S(=O)(=O)CCc2nc3ccccc3[nH]2)cc1C	2	3	14	5	1	0	8	5	4
O=C(NCc1ccc2c(c1)OCO2)Oc1ccccc1	-1	2	2	-1	1	0	17	1	3
COc1ccc(C(=O)NC2CCCc3c2cnn3-c2ccccc2F)o1 (centres undefined)	2	3	-2	-1	1	-4	-1	14	2
CN1CCN(c2ccc(NC(=O)c3cccs3)cc2)CC1	7	1	4	-1	-3	5	-1	11	1
CCOc1ccc(CN(C(=O)c2ccccn2)c2ccc(OC)c(Cl)c2)cc1	4	0	1	12	3	-4	-2	0	2
Cc1ccc(CNC(=O)C2CCC(=O)N(CCc3ccccn3)C2)s1 (centres undefined)	-3	-1	0	2	1	4	0	-1	6
CN(C=C1C(=O)CC(C)(C)CC1=O)CCN1CCNCC1	8	2	6	1	-2	10	15	4	-5
Cn1c(/C(C#N)=C2/CCCCCN2)nc2ccccc21	0	2	1	6	-4	3	-4	5	3
Cc1cc(=O)n2nc(N3CCC(C(=O)NCc4cccc(Br)c4)CC3)sc2n1	10	3	-1	27	-7	2	7	0	3
O=C(CCn1c(=O)oc2ccccc21)Nc1nccs1	2	0	5	2	5	8	3	-2	-1
COc1ccc(CNC(=O)CSc2cccc3cccnc23)cc1	-2	-1	1	-2	-2	0	-7	5	6
CC(C)=CCc1cc([C@@H]2CC(=O)c3ccc(O)c(CC=C(C)C)c3O2)ccc1O	-8	-8	-4	1	1	-6	-4	5	-2
COC(=O)c1sccc1NC(=S)Nc1cc(C)ccc1OC	-4	-6	0	6	-3	1	9	-1	3
COc1ccc(OCc2cc(C(=O)NCCN3CCCC(O)C3)no2)c(Cl)c1 (centres undefined)	2	1	-3	-10	3	-1	1	6	5
Cc1ccc(NC(=O)Cn2c(C)cc(C)c(C#N)c2=O)c(Cl)c1	-6	-1	-3	11	-2	0	-4	9	-3
COc1ccc(OCc2cc(C(=O)NC3Cc4ccccc4C3)no2)c(Cl)c1	7	3	5	5	1	0	0	5	7
Cc1[nH]c(=O)[nH]c(=O)c1S(=O)(=O)N1CCN(c2ccccc2)CC1	7	5	2	-2	0	5	-4	8	1
Cc1cc(C)cc(N=c2c([N+](=O)[O-])nn(-c3ccc4c(c3)OCCO4)n2O)c1	10	0	1	2	-3	7	18	7	10
Cc1cc(OC(C)C(=O)NCc2ccccn2)c2c(C)c(C)c(=O)oc2c1 (centres undefined)	-5	-3	0	1	0	3	0	2	3
Cc1occc1C(=O)NCc1ccccc1	-5	-2	3	-1	1	5	-1	2	6
Cc1ccc(S(=O)(=O)N(C)c2ccccc2C(=O)Nc2ccc3c(c2)OCCO3)cc1	8	2	2	-3	-9	10	7	-1	5
CCOc1cc(/C=N/O)ccc1OCc1ccccc1F	-1	-5	0	16	1	4	5	2	-3
COc1cc(C)c(CNc2ccc(OC)c(OC)c2)cc1C	7	4	/	31	-3	/	26	/	6
CCSc1nnc(NC(=O)Cc2ccc(OC)cc2)s1	3	2	12	9	2	7	0	7	0
CCN1CCc2c(sc(NC(=O)c3ccc(C(=O)c4ccccc4)cc3)c2C(N)=O)C1	26*	-2	7	24	-5	-6	-35	13	8
CC(C)(C)c1ccc(S(=O)(=O)NCc2ccc(C(=O)NCC3CCCO3)cc2)cc1 (centres undefined)	-1	2	4	5	-2	-11	-4	1	5
Cc1oc(-c2ccc(Cl)cc2)nc1CS(=O)CC(=O)NCc1ccco1 (centres undefined)	-4	-3	1	-12	6	-2	2	4	-1

These rows are one share of the data; the hit share may differ from the screen's.
